Screening data from PubChem BioAssay.
core dimer inh: HCV core protein dimerization inhibition. inhibition, % at 5 µM. TR-FRET GST/Flag-core106 dimerization, 1536-well. 300,000 tested, 0.33% active;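 active means inhibition above the mean of all tested compounds plus 3 SD, set per screening campaign, cut at about 45% in these data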
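Material: GST/Flag-tagged HCV core106 proteins. Incubation: 4 h, 22.5 °C incubation. Read-out basis: inhibition (%) from 671 over 617 nm ratio. Measured by: TR-FRET, excitation 340 nm, emission 617 and 671 nm.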
ZTA counter: blocks Epstein-Barr virus ZTA, an EBNA-1 counter-screen | AID 2234 | inhibition, % at 11 µM | 320,000 tested, 0.15% active | P03206 | ZTA-DNA binding, fluorescence polarization; in the data active means inhibition above about 33%
Target sequence (P03206 whole entry, looked up): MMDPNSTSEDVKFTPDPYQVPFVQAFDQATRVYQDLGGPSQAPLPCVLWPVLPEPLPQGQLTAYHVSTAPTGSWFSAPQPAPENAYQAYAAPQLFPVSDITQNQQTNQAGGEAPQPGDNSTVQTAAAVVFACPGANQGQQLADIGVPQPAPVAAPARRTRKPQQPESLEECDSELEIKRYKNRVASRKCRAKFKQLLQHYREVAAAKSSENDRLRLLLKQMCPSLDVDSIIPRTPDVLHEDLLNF
Efflux pump mplx: inhibitors of Candida antifungal efflux pumps expressed in yeast; S. cerevisiae Candida pump triplex, Nile Red efflux; inhibition, % at 10 µM; 330,000 tested, 0.44% active; AID 485275;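 active means plate passing quality check with inhibition over a set limit, or well fluorescence over plate mean plus 4 SD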;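 further: Nile Red retained in pooled yeast measured as flow cytometry median fluorescence; 0% = buffer negative control and 100% = Enniatin B positive control; higher means more Nile Red kept so more efflux inhibition; some compounds called inactive have numbers as strong as hits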
PP1 inh: blocks human PP1-alpha phosphatase, a PP5 counter-screen. P62136. purified PP1alpha, OMFP fluorescence. inhibition, % at 6.7 µM. 320,000 tested, 0.9% active;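 active means inhibition above the mean inhibition of all tested compounds plus 3 SD, computed separately for each screening campaign, cut at about 15% in these data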
PREPL inhibitor: inhibitors of human prolyl oligopeptidase-like enzyme PREPL; Q4J6C6; recombinant PREPL, fluorescence polarization activity-based probe; inhibition, % at 5.96 µM; 320,000 tested, 0.68% active; AID 2751; in the data active means inhibition above about 43%;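 further: 0% = enzyme with DMSO and 100% = wells lacking enzyme; many of its hits are not listed in these tables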
EBNA-1 inhibitor: blocks EBNA-1 binding to DNA; EBNA-1 DNA binding, fluorescence polarization; inhibition, % at 14.8 µM; 300,000 tested, 0.34% active; in the data active means inhibition above about 28%
Fh CTSL1 inh: cathepsin L1 inhibition, PFM18AAP counter-screen; recombinant F. hepatica cathepsin L1, Z-Leu-Arg-MCA fluorescence; inhibition, % at 5.96 µM; 300,000 tested, 0.49% active;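 active means inhibition above the mean of all tested compounds plus 3 SD, set per screening campaign, cut at about 17% in these data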;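 further: 0% = plate median of test compound wells and 100% = 1 µM Z-Phe-Ala-diazomethylketone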
PP5 inh: inhibitors of human protein phosphatase 5 (PP5). P53041. purified PP5c, OMFP substrate fluorescence. inhibition, % at 6.7 µM. 320,000 tested, 0.18% active;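 active means inhibition above the campaign's mean inhibition across all tested compounds plus 3 SD, cut at about 9.5% in these data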;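 further: 0% = DMSO only and 100% = 100 µM cantharidin control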
Target sequence (P53041 whole entry, looked up): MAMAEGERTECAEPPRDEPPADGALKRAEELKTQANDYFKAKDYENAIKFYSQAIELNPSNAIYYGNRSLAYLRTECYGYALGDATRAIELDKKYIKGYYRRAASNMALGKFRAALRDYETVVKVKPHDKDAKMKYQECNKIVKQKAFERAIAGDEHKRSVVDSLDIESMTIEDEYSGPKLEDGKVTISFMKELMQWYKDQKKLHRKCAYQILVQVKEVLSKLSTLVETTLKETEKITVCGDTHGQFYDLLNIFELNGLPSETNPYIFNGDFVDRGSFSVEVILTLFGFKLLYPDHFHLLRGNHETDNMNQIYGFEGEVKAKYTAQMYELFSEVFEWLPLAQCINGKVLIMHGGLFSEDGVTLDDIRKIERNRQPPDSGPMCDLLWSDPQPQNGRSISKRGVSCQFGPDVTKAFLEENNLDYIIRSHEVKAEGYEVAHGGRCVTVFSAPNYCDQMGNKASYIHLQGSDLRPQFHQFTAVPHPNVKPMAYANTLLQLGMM
TPT1 inh: C. albicans TPT1 enzyme inhibition. recombinant caTPT1, FP RNA substrate dephosphorylation. inhibition, % at 5 µM. 300,000 tested, 0.81% active;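 active means inhibition above the mean of all tested compounds plus 3 SD, set per screening campaign, cut at about 24% in these data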;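 further: plate controls were DMSO alone for no effect and ferristatin control at 100 nM for full effect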
An asterisk follows results filed as active; / = not tested or not shown. Some of the compounds tested; the hit share may differ from the screen's.

SMILES	core dimer inh	ZTA counter	Efflux pump mplx	PP1 inh	PREPL inhibitor	EBNA-1 inhibitor	Fh CTSL1 inh	PP5 inh	TPT1 inh
O=C(O)Cn1cccc1C(=O)c1ccccc1	5	6	0.0	2	4	1	2	-1.8	-2
CC(C)(C)c1ccc(S(=O)(=O)N2CCC(CO)(CC3CCCCO3)CC2)cc1 (stereo not drawn)	0	-5	0.4	2	2	-2	1	3.4	0
CC(=O)Nc1ccc(/C=C/c2noc(-c3ccccc3O)n2)cc1	3	-3	0.0	-3	-4	-2	6	2.8	-1
CNCCOCC(O)CSc1ccccc1 (stereo not drawn)	2	-17	0.0	-4	-9	-7	-5	1.8	0
N#CCNC(=O)C1CC(=O)N(CCc2ccc(F)cc2)C1 (stereo not drawn)	4	11	-0.2	-4	0	1	-2	-1.4	3
O=C(Cc1c(F)cccc1Cl)NCC(=O)OCc1ccccc1	1	2	0.1	-5	-10	8	-19	-1.6	1
O=[N+]([O-])c1cccc(-c2nnnn2-c2cccc(F)c2)c1	0	6	-0.1	-4	3	9	0	-2.0	0
C/C=C(/C)C(=O)Nc1cccc(C2=NOC3(C2)C[C@H](C(N)=O)N(C(=O)c2ccccc2)C3)c1 (stereo partly drawn)	-10	-18	0.0	42*	11	9	0	5.7	2
CCN(CC(=O)Nc1ccc(C(=O)OC)cc1)Cc1ccccc1	-7	-8	0.0	-3	-5	-10	1	-1.7	46*
CCNc1nc2c(c(=O)n(C)c(=O)n2C)n1Cc1ccc(Cl)cc1	1	-4	0.2	-4	-4	-3	-2	3.0	-1
COC(=O)/C=c1/s/c(=C(/C#N)C(=O)N2CCOCC2)n(-c2ccccc2)c1=O	-5	10	0.1	8	7	0	-2	3.4	0
O=C(COc1ccccc1F)Nc1cc(S(=O)(=O)N2CCOCC2)ccc1N1CCOCC1	0	-4	-0.1	1	-1	-5	-1	1.4	-2
CCOc1ccc(-c2cc(C(=O)NCCCN3CCOCC3)c3ccccc3n2)cc1	-1	-17	-0.1	-1	2	-1	-5	0.9	-4
O=C(Nn1c(-c2ccc(Br)cc2)nc2ccccc2c1=O)c1ccncc1	2	8	0.0	-2	2	1	1	-2.5	-4
CCOC(=O)c1c(C)n(C)c2ccc(OC(=O)c3ccc([N+](=O)[O-])cc3)cc12	1	-1	0.8	0	22	1	-2	1.4	6
COC(=O)[C@@H](NC(=O)Nc1ccc(S(N)(=O)=O)cc1)C(C)C	-6	4	-0.2	-1	3	3	3	-1.5	3
Clc1ccc(-c2nc3ccccc3[nH]2)cn1	-4	-4	-0.1	4	3	10	2	0.3	4
CC(C)c1c(O)nc(SCC(=O)N2CCOCC2)[nH]c1=O	0	6	-0.1	-2	10	13	0	-1.7	-2
Brc1ccc2c(c1)OCCOCCOCCOCCOCCO2	-8	-16	-0.4	-2	22	1	1	-0.4	-2
Cc1ccccc1OCc1nnc(SCC(=O)N2CCc3ccccc32)n1C	0	-6	-0.1	-3	-33	-1	5	2.2	-7
COC(=O)CNC(=O)Cn1ccc2ccccc2c1=O	-2	8	0.1	0	14	2	0	1.0	2
CC(=O)c1cccc(N(C(=O)Cn2nnc3ccccc32)C(C(=O)NCc2ccccc2)c2ccccn2)c1 (stereo not drawn)	-7	-3	0.7	-5	2	3	4	-3.1	1
COc1ccc(CCC(=O)N(C)CC(=O)Nc2ccc(Cl)c(C(F)(F)F)c2)cc1	-6	10	0.3	4	5	-5	-1	3.1	4
CC1CCCC(C)N1C(=O)c1cc(-c2ccc3c(c2)OCO3)on1 (stereo not drawn)	-4	-8	0.5	6	3	-11	-5	2.1	2
COc1ccccc1NC(=O)c1ccc2c(c1)N(CC#N)C(=O)C(C)(C)O2	-13	-8	0.1	4	14	-11	1	1.3	-4
CCOc1ccc(N2C(=O)CSC2=S)cc1	-7	-3	0.4	2	10	-10	3	3.4	2
C/C=C/C(=O)OCC(=O)Nc1cccc(Br)c1	1	12	0.0	-5	-8	2	-17	-1.6	-1
COCc1cc(=O)oc2cc(NS(=O)(=O)c3ccc(C)cc3)ccc12	6	-10	-0.1	-5	10	-8	-4	2.4	-3
CCc1nnc(NC(=O)CN2C(=O)/C(=C/c3ccc(OC)c(OC)c3)SC2=S)s1	-2	8	-0.1	0	-7	1	2	-1.0	-3
COc1ccc(C(=O)N(C)Cc2ccccc2)cc1Br	-9	11	0.6	-3	-2	-15	-3	2.5	-2
CCn1cc(C2=NOC(C(=O)Nc3cc(OC)c(Cl)cc3OC)C2)c(C)n1 (stereo not drawn)	-4	2	0.0	-3	12	4	-2	1.1	-3
CC(=O)c1cc2c(cc1NC(=O)Cn1nc(-c3ccc(F)cc3)ccc1=O)OCO2	15	2	0.1	2	16	-4	1	0.3	-1
Cc1ccc(C)c(OCCC(=O)N2CCN(S(=O)(=O)c3cc(F)ccc3F)CC2)c1	/	11	0.2	-2	17	/	/	3.3	/
CCCC(CCC)C(=O)NCCN1CCOCC1	4	10	0.0	1	6	4	2	-1.9	-4
CC(=O)c1c(COC(=O)c2ccc(C)cc2)nc2ccccc2[n+]1[O-]	3	4	0.0	1	16	2	-2	0.2	-1
Cc1ccc(Cl)cc1N1CCN(C(=O)c2ccccc2SCC(=O)N2CCCC2)CC1	/	14	0.2	1	15	/	/	3.2	/
Nc1c(S(=O)(=O)c2cccs2)c2nc3ccccc3nc2n1Cc1ccccc1	11	-13	-0.1	4	-11	-6	3	1.7	1
COC(=O)CCS(=O)(=O)c1ccc(Cl)c(Cl)c1	2	9	0.0	-5	-1	14	1	-3.5	0
Cc1ccc(-c2csc3ncn(CC(N)=O)c(=O)c23)cc1C	4	-13	0.1	1	-6	5	-4	2.6	-2
Cc1ccc(S(=O)(=O)/N=C(/NNC(=O)c2cccc(Cl)c2)c2ccccc2)cc1	2	13	0.0	4	-10	0	-1	-0.8	-4
COc1ccc(Nc2nc3ccc(C)cc3cc2C#N)c(OC)c1	-1	0	0.2	4	7	-12	-2	1.7	-3
CCOC(=O)c1cc(=O)n(Cc2ccccc2C)c2ccccc12	4	3	-0.3	2	-14	7	6	-1.3	1
CCCCc1cc(=O)oc2cc(OC(C)C(=O)NCc3ccccn3)c(Cl)cc12 (stereo not drawn)	-7	-11	0.7	-7	1	-6	-7	-7.6	-3
CC(=O)c1cc2c(cc1N/C(=N/S(=O)(=O)c1ccccc1)c1ccc(Cl)cc1)OCO2	15	5	0.1	-1	-5	-9	-1	-0.5	0
CC(=O)Oc1ccc2oc(/C=C/N(C)C)c([N+](=O)[O-])c2c1	-18	5	0.1	0	6	8	-20	3.7	9
O=C(CSc1nc(-c2ccccc2Cl)ns1)Nc1ccc2c(c1)OCO2	1	-8	0.3	2	-15	4	-1	4.2	1
CCc1ccc(N(C(=O)c2csnn2)C(C(=O)NC(C)(C)CC)c2cccnc2)cc1 (stereo not drawn)	3	-2	0.1	-4	3	1	1	0.5	2
CCNS(=O)(=O)c1ccc(CCC(=O)N2CCN(C(=O)OCC)CC2)cc1	1	-13	-0.1	-1	-7	0	-2	1.9	-4
COc1ccc(C[C@H]2CN3C(=NC[C@@H]3Cc3ccc(O)cc3)N2C[C@H](C)NC(=O)CCC2CCCCC2)cc1	-8	-10	0.1	3	-1	-5	-2	3.0	0
O=C1c2ccccc2C(=O)N1CCCc1c[nH]c2ccccc12	5	11	0.1	-2	11	3	-2	0.5	-2
CCOC(=O)N1CCN(S(=O)(=O)c2ccc(C(=O)N(CCCN(C)C)c3nc4c(C)c(C)ccc4s3)cc2)CC1	0	11	0.3	1	30	6	1	-0.4	-1
Cn1c(COc2ccc(Cl)cc2)nc2ccccc2c1=O	16	6	-0.1	10	10	-7	1	4.5	3
CC(=O)c1cccc(NC(=O)CSc2ccc(-c3ccccn3)nn2)c1	8	-2	0.1	-1	9	6	6	4.0	-1
COc1cc(OC)cc(C(=O)Oc2c(CN3CCOCC3)cc(Cl)c3cccnc23)c1	-3	-5	0.0	14	26	2	-1	1.3	-2
CN(Cc1nc(CCc2ccccc2)no1)Cc1cccs1	12	7	-0.1	2	2	3	-1	0.1	-1
O=C(CCl)NCCCN(C(=O)C(Cl)Cl)c1ccc([N+](=O)[O-])cc1	3	1	-0.1	-5	-3	4	5	-0.1	-1
COc1ccccc1C1=NOC(C)(c2sc(-c3ccccc3)nc2C)C1 (stereo not drawn)	9	6	-0.1	2	-8	-4	-3	1.8	-1
COc1cc(SC)ccc1C(=O)OCC(=O)NCCC1=CCCCC1	2	4	0.5	-4	-6	-17	3	-0.8	-2
O=C(N/N=C/c1ccc2cccc(OCc3ccccc3)c2n1)c1ccc(Cl)cc1	15	-21	0.0	24*	-73	-10	7	3.4	8
COc1ccc(NC(=O)c2cccc(NC(=O)C3C4CC5OC(=O)C3C5C4)c2)c(OC)c1 (stereo not drawn)	-8	4	0.0	-1	-5	2	-3	2.9	1
COCCNC(=O)COc1ccc(Br)cc1Cl	1	-4	0.1	-3	-7	5	-4	0.4	1
O=C(NCCc1ccc(C(F)(F)F)cc1)C1CCC(=O)N(CCc2cccc(F)c2)C1 (stereo not drawn)	-4	16	-0.4	-3	7	1	0	-0.8	1
O=C(Cc1cccs1)Nc1cccc(-c2nc3cc4ccccc4cc3[nH]2)c1	6	15	0.1	5	-28	3	-3	0.1	-1

Some of the entries so far, with bars between the fields.
SMILES | core dimer inh | ZTA counter | Efflux pump mplx | PP1 inh | PREPL inhibitor | EBNA-1 inhibitor | Fh CTSL1 inh | PP5 inh | TPT1 inh
CC(=O)c1cc2c(cc1N/C(=N/S(=O)(=O)c1ccccc1)c1ccc(Cl)cc1)OCO2 | 15 | 5 | 0.1 | -1 | -5 | -9 | -1 | -0.5 | 0
CC(=O)Oc1ccc2oc(/C=C/N(C)C)c([N+](=O)[O-])c2c1 | -18 | 5 | 0.1 | 0 | 6 | 8 | -20 | 3.7 | 9
O=C(CSc1nc(-c2ccccc2Cl)ns1)Nc1ccc2c(c1)OCO2 | 1 | -8 | 0.3 | 2 | -15 | 4 | -1 | 4.2 | 1
CCc1ccc(N(C(=O)c2csnn2)C(C(=O)NC(C)(C)CC)c2cccnc2)cc1 (stereo not drawn) | 3 | -2 | 0.1 | -4 | 3 | 1 | 1 | 0.5 | 2
CCNS(=O)(=O)c1ccc(CCC(=O)N2CCN(C(=O)OCC)CC2)cc1 | 1 | -13 | -0.1 | -1 | -7 | 0 | -2 | 1.9 | -4
COc1ccc(C[C@H]2CN3C(=NC[C@@H]3Cc3ccc(O)cc3)N2C[C@H](C)NC(=O)CCC2CCCCC2)cc1 | -8 | -10 | 0.1 | 3 | -1 | -5 | -2 | 3.0 | 0
O=C1c2ccccc2C(=O)N1CCCc1c[nH]c2ccccc12 | 5 | 11 | 0.1 | -2 | 11 | 3 | -2 | 0.5 | -2
CCOC(=O)N1CCN(S(=O)(=O)c2ccc(C(=O)N(CCCN(C)C)c3nc4c(C)c(C)ccc4s3)cc2)CC1 | 0 | 11 | 0.3 | 1 | 30 | 6 | 1 | -0.4 | -1
Cn1c(COc2ccc(Cl)cc2)nc2ccccc2c1=O | 16 | 6 | -0.1 | 10 | 10 | -7 | 1 | 4.5 | 3
CC(=O)c1cccc(NC(=O)CSc2ccc(-c3ccccn3)nn2)c1 | 8 | -2 | 0.1 | -1 | 9 | 6 | 6 | 4.0 | -1
COc1cc(OC)cc(C(=O)Oc2c(CN3CCOCC3)cc(Cl)c3cccnc23)c1 | -3 | -5 | 0.0 | 14 | 26 | 2 | -1 | 1.3 | -2
